Screens (PubChem)
MPTP inh = inhibitors of mitochondrial permeability transition pore. isolated mouse mitochondria, Ca2+ swelling absorbance, 30 min. inhibition, % at 10 µM. 360,000 tested, 1.4% active;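 active = inhibition of 50% or more, scaled per plate between neutral and stimulator controls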;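 also: 0% = DMSO wells given calcium and 100% = 1 mM EGTA wells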
SENP6 block = inhibitors of human SENP6 protease; Q9GZR1; Recombinant SENP6 catalytic domain, aminoluciferin luminescence; inhibition, % at 10 µM; 330,000 tested, 1.8% active;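 active = inhibition above about 50% at the single tested dose, limit read from the data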;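 also: plate controls were DMSO wells with enzyme for no effect and DMSO wells lacking enzyme for full effect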
PfG6PD inh = PfG6PD (Plasmodium falciparum) enzyme inhibition | PfGluPho enzyme, NADPH resazurin-diaphorase fluorescence | inhibition, % at 20 µM | 350,000 tested, 0.78% active | AID 504690;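 active = inhibition reaching at least a set limit at 20 µM in the primary screen, cut at about 59% in these data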;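 also: 0% = DMSO wells with substrate and 100% = DMSO wells lacking glucose-6-phosphate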
HKDC1 inhibitor = blocks human hexokinase HKDC1 activity; recombinant HKDC1, G6PDH/diaphorase resazurin coupled fluorescence; inhibition, % at 20 µM; 340,000 tested, 0.16% active; AID 493160;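 active = inhibition above about 35% when tested at 20 µM, limit read from the data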;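 also: plate controls were DMSO wells with enzyme for no effect and DMSO wells lacking enzyme for full effect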
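Material – in-house recombinant HK5 (HKDC1) enzyme · Quantity – HKDC1 at 5 µg/mL · Buffer or medium – pH 8.0 Tris buffer with 10 mM MgCl2 · Reagent – glucose with 1 mM ATP · Dosing – single 20 µM dose · Times – reaction time 90 min, room temperature, protected from light · Technique – resorufin fluorescence at 613 nm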
NR3A LBD binder = modulates the human NR3A ligand-binding domain. NR3A LBD differential scanning fluorimetry, Tm shift; 0% = protein alone, 100% = glycine-bound protein. Tm shift relative to glycine control, % at 25 µM. 340,000 tested, 2.5% active. AID 1259313;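 active = melting temperature shift of at least 10% of the positive control shift, at one fixed dose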
ATG4B inh = blocks human ATG4B protease cleavage of LC3 substrate; Q9Y4P1; ATG4B cleavage of LC3-PLA2, NBD-HPC fluorescence, 1 h; inhibition, % at 8.33 µM; 340,000 tested, 0.51% active; in the data active = inhibition above about 40%
Target sequence (Q9Y4P1 whole entry, looked up): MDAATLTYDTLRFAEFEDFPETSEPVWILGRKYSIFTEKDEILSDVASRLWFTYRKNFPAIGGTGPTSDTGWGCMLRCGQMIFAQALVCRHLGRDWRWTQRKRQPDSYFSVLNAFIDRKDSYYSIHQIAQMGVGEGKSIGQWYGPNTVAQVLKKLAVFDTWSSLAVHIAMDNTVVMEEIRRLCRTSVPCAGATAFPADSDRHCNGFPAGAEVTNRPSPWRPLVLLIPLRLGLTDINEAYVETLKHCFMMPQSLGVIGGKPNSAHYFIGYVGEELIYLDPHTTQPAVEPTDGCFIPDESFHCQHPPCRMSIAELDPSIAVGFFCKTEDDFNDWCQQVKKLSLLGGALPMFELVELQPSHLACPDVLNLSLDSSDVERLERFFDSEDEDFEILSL
SENP8 inh = SENP8 (human) protease inhibition | recombinant SENP8, Nedd8 substrate fluorescence | inhibition, % at 20 µM | 360,000 tested, 0.64% active | AID 602440; in the data active = inhibition mostly above about 40%, no sharp cut-off; inactive = mostly below about 27%
Target sequence (Q96LD8 whole entry, looked up): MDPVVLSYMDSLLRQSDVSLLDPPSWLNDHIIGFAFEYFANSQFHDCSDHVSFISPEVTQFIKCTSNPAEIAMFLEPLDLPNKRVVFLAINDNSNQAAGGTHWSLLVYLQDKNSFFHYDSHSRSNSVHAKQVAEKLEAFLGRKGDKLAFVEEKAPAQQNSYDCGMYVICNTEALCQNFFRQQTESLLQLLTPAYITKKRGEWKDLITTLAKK
SENP7 block = inhibitors of human SENP7 protease. Q9BQF6. recombinant SENP7, Z-RLRGG-aminoluciferin luminescence, 40 min. inhibition, % at 5 µM. 330,000 tested, 1.5% active. AID 434973;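 active = inhibition above about 50% at the single test dose, limit read from the data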;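 also: plate controls were DMSO with enzyme for no effect and no enzyme buffer wells for full effect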
Target sequence (Q9BQF6 706-1050 limits assumed): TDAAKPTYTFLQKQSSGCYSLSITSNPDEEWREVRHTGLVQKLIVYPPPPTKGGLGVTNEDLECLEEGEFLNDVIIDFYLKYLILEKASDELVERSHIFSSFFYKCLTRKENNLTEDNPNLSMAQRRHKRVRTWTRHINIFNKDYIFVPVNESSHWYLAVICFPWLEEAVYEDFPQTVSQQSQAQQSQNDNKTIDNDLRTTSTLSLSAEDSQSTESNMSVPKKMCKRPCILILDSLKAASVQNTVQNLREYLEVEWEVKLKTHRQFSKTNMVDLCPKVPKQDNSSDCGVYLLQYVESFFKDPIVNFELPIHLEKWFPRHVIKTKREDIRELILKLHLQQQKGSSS
The depositor's hits bear a star; / = no result given.

SMILES | MPTP inh | SENP6 block | PfG6PD inh | HKDC1 inhibitor | NR3A LBD binder | ATG4B inh | SENP8 inh | SENP7 block
Cc1ncn2cc(-c3ccc(Cl)cc3Cl)[nH]c(=O)c12 | 1.1 | -31 | 6 | -1 | 0 | -6 | -44 | 9
CCCCN(C(=S)Nc1cccc(C)c1C)c1c(N)n(CCC)c(=O)[nH]c1=O | 0.1 | -5 | -16 | -3 | 0 | 1 | 21 | -9
CC(=O)Nc1csc2ccccc12 | 1.2 | 7 | -1 | 2 | -1 | 0 | 3 | -1
Cc1cccc(NC(=O)C2Cc3ccccc3O/C2=N\O)c1 (centres undefined) | -0.2 | 6 | 1 | -8 | -1 | -4 | 21 | 5
O=C(C1=C[C@H](c2ccc(C(F)(F)F)cc2)C[C@H](OCCCCO)O1)N1CCOCC1 | -1.0 | 0 | 11 | -6 | -1 | 1 | 9 | -6
CCCCC1CCC(C(=O)Nc2ccccc2N2CCOCC2)CC1 (centres undefined) | 0.3 | -8 | 11 | 2 | 2 | 10 | 7 | -5
CC(C)Cn1cnc2c1c(=O)[nH]c(=O)n2Cc1ccccc1 | -0.4 | 10 | -2 | -6 | 3 | -2 | 22 | 0
O=C1NC(Nc2nccs2)(C(F)(F)F)C(=O)N1CCc1ccccc1 (centres undefined) | 1.5 | 0 | -9 | -5 | -2 | -3 | 6 | -3
Cc1ccc(CS(=O)Cc2ccc(C(=O)NCC(C)c3ccccc3)o2)cc1 (centres undefined) | -3.7 | -2 | 6 | -4 | 0 | -1 | 16 | 2
O=C(Nc1ccc(CN2CCOCC2)cc1)c1ccc(-c2cccc([N+](=O)[O-])c2)o1 | 0.2 | -6 | 7 | 2 | 2 | -13 | -53 | -3
CCC(C)[C@H](NC(=O)N1CCCCCC1)C(=O)OC (some centres undefined) | 1.1 | -4 | 2 | -5 | -1 | 4 | 6 | 0
CC(CCC(=O)O)C1CCC2C3CC(O)C4CC(O)CC[C@]4(C)C3CCC12C (some centres undefined) | -0.8 | / | -23 | -3 | 1 | -16 | 23 | /
CCOP(=O)(/C(C#N)=C(/O)c1ccccc1)c1ccccc1 (centres undefined) | 1.7 | -8 | 9 | -7 | 3 | -6 | 10 | -1
Cc1cccc(N(C(=O)CCC(=O)Nc2cc(C)on2)C(C(=O)NC2CCCC2)c2ccccc2)c1 (centres undefined) | 7.4 | 1 | 46 | -6 | -2 | -5 | 10 | 2
COCCn1c(SCC#N)nnc1-c1ccccc1 | -0.1 | -1 | -4 | -13 | 3 | -3 | 3 | -1
Cc1ccc(C)c(NC(=O)CCC(=O)OC(C(=O)c2ccccc2)c2ccccc2)c1 (centres undefined) | 2.1 | 3 | -16 | -6 | 5 | 2 | 4 | 7
CCN1C(=O)C(=O)N(CC(=O)Nc2cccc(C(F)(F)F)c2)C1=O | -0.9 | -16 | 11 | -1 | -13 | -7 | 8 | 7
CCn1cc(CNC(=O)c2cc(COc3ccc(F)cc3Cl)on2)cn1 | -1.1 | 2 | -2 | -8 | 116* | 1 | 7 | -2
COC(=O)C1=CNC=C(C(=O)OC)C1c1cccc2ccccc12 | -0.2 | -8 | -1 | 2 | 0 | -4 | -302 | -2
CS(=O)(=O)NN1C(=O)c2ccccc2NC1c1cccs1 (centres undefined) | 0.0 | 0 | -20 | 10 | 0 | 1 | -383 | 8
CCOc1ccc(S(=O)(=O)N2CCCCC2)cc1NC(=O)Cc1cccc(C(F)(F)F)c1 | 1.5 | -13 | 7 | -2 | 0 | -49 | 5 | 9
Cc1ccccc1CNC(=O)COc1ccccc1 | 0.2 | -18 | -19 | 0 | -1 | 2 | 6 | -4
C=CC[C@@H](Cc1ccc(F)cc1)C(=O)OC[C@H]1CCCN1C(=O)[C@@H](CC=C)CC(=O)N[C@H](CO)Cc1ccccc1 | 2.0 | -11 | -2 | 6 | 1 | -28 | 18 | -6
Cc1ccn2c(=O)nc(SCC(=O)NCc3ccc4c(c3)OCO4)nc2c1 | 0.8 | -13 | -17 | 5 | 1 | 5 | 4 | -5
Cc1cc(C)n(CC(C)NC(=O)c2cc(COc3c(F)cccc3F)on2)n1 (centres undefined) | 0.5 | -11 | 3 | -2 | 1 | 1 | 15 | 4

The results go on:
SMILES | MPTP inh | SENP6 block | PfG6PD inh | HKDC1 inhibitor | NR3A LBD binder | ATG4B inh | SENP8 inh | SENP7 block
Cc1nn(CC(=O)N2CCN(Cc3ccccc3)CC2)c(=O)c2ccccc12 | 0.2 | -4 | 5 | -1 | 0 | -4 | 7 | 5
O=C(NN=Cc1cc([N+](=O)[O-])ccc1O)c1cccc2ccccc12 | -1.0 | / | -28 | -17 | 1 | 1 | -6 | /
Cc1ccc(-c2csc(NC(=S)NC(=O)c3cccs3)n2)cc1 | 4.6 | 0 | 7 | 0 | 3 | -5 | 16 | -1
CCN(CC)C1=CC(=O)OC12CCCCC2 | 0.5 | 3 | -7 | -6 | 0 | 3 | 13 | -4
CC[C@@]1(C(=O)OC)N[C@H](CN(C)C(=O)Nc2ccc(C)cc2)[C@@H]2C(=O)N(Cc3ccccc3)C(=O)[C@@H]21 | 0.7 | -9 | -3 | -3 | -1 | -3 | 11 | -8
CC[N+](CC)(CC#Cc1ccccc1)CC(=O)c1ccc(Cl)cc1 | 49 | -11 | -3 | -5 | 1 | -7 | 20 | -6
COc1cc(/C=C(\C#N)C(=O)Nc2ccccn2)ccc1O | 1.5 | 15 | 12 | 6 | -2 | 8 | -58 | 3
Cn1c(SCC(=O)NC2CCCC2)nnc1-c1ccco1 | 1.5 | -15 | 0 | -4 | 0 | -5 | 8 | -8
C=CCN1C(=O)C(O)(CC(=O)c2ccc(OC)cc2OC)c2cc(Br)ccc21 (centres undefined) | 3.2 | -2 | -12 | 7 | -2 | -2 | 17 | -10
Cc1ccccc1C(=O)N1CCC(C(=O)N(C)CC(=O)Nc2cccc(F)c2)CC1 | -0.6 | -5 | 16 | -2 | 2 | -7 | -2 | 2
CCC(=O)c1ccc(OCC(=O)OCC(=O)N2CCc3ccccc32)cc1 | -1.5 | -9 | -4 | -4 | 2 | -2 | -2 | -1
COc1cc(NC(=O)c2n[nH]c(=O)c3ccccc23)cc(OC)c1 | 0.2 | -20 | -3 | -6 | 0 | -6 | 7 | 17
Cc1ccc(S(=O)(=O)Nc2cccc(C(=O)NCC(C)(C)N3CCOCC3)c2)cc1F | -1.1 | 6 | 5 | -1 | 2 | -5 | 10 | -3
CN(Cc1ccccc1)S(=O)(=O)c1ccc(OCC(=O)N2CCOCC2)cc1 | 0.7 | -14 | -7 | -6 | 0 | -5 | 16 | -11
CS(=O)(=O)N1CCCC(C(=O)Nc2cccc(F)c2)C1 (centres undefined) | -0.7 | -22 | 5 | 0 | 1 | 2 | 9 | -8
Cc1ccccc1NC1=NC(=S)N(CC(N)=O)C12CCOC(C)(C)C2 (centres undefined) | 0.5 | -4 | 3 | -4 | 0 | -8 | 9 | -1
COc1cc(C(=O)N2CCN(S(=O)(=O)c3ccc(C)cc3C)CC2)ccc1OCC(=O)N1CCOCC1 | 0.4 | -11 | 0 | -3 | 0 | -36 | 7 | 2
C#CCOCCOCCOCCNc1nc(N2CCN(C(=O)C([C@@H](C)CC)n3cc(C(N)Cc4ccc(O)cc4)nn3)CC2)nc(N2CCN(C(=O)[C@H](CCC(=O)O)n3cc(C(N)CO)nn3)CC2)n1 (some centres undefined) | -0.7 | -9 | 4 | -1 | 3 | -19 | 20 | 1
CC1CCCN(C(=O)Nc2ccc(Br)cc2Cl)C1 (centres undefined) | 1.4 | -2 | -2 | -9 | -1 | -3 | 7 | -9
COc1ccc(NC(=O)CSc2nccc(C)n2)cc1 | -0.3 | -6 | -3 | -6 | 2 | -5 | 4 | 8
CN(C(=O)c1cccc(NC(=O)Cc2ccc(NC(=O)C3CCCN(C(=O)CCc4ccccc4)C3)cc2)c1)C1CCC1 (centres undefined) | 1.3 | / | -5 | 2 | -1 | -8 | -11 | /
O=C(NCc1ccccc1)N[C@@H](Cc1c[nH]c2ccccc12)C(=O)O | 0.2 | -15 | -3 | 0 | -1 | -13 | 14 | -5
Cc1ccc(/C=N/NC(=O)NC2CCCCC2)o1 | -1.5 | -5 | -3 | 2 | -2 | -6 | 2 | -2
CC(C)c1nnc(NC(=O)c2cccnc2)s1 | 6.2 | -33 | 16 | -3 | 0 | 6 | 12 | -7
S=c1[nH]nc(CSCCOc2ccc(Cl)cc2Cl)o1 | 5.5 | -7 | 13 | -1 | -6 | 8 | 5 | 5

Six entries from above in a different format:
Value order – MPTP inh	SENP6 block	PfG6PD inh	HKDC1 inhibitor	NR3A LBD binder	ATG4B inh	SENP8 inh	SENP7 block
> O=C(NN=Cc1cc([N+](=O)[O-])ccc1O)c1cccc2ccccc12
 : -1.0	/	-28	-17	1	1	-6	/
> Cc1ccc(-c2csc(NC(=S)NC(=O)c3cccs3)n2)cc1
 : 4.6	0	7	0	3	-5	16	-1
> CCN(CC)C1=CC(=O)OC12CCCCC2
 : 0.5	3	-7	-6	0	3	13	-4
> CC[C@@]1(C(=O)OC)N[C@H](CN(C)C(=O)Nc2ccc(C)cc2)[C@@H]2C(=O)N(Cc3ccccc3)C(=O)[C@@H]21
 : 0.7	-9	-3	-3	-1	-3	11	-8
> CC[N+](CC)(CC#Cc1ccccc1)CC(=O)c1ccc(Cl)cc1
 : 49	-11	-3	-5	1	-7	20	-6
> COc1cc(/C=C(\C#N)C(=O)Nc2ccccn2)ccc1O
 : 1.5	15	12	6	-2	8	-58	3

Further compounds:
SMILES | MPTP inh | SENP6 block | PfG6PD inh | HKDC1 inhibitor | NR3A LBD binder | ATG4B inh | SENP8 inh | SENP7 block
O=C(c1c[nH]c2ccc(S(=O)(=O)N3CCOCC3)cc2c1=O)N1CCN(c2ccccn2)CC1 | -2.1 | / | -14 | -11 | -1 | -8 | -32 | /
Cc1ccc(S(=O)(=O)C/N=C(/NC(=S)N(c2ccccc2)c2ccccc2)c2ccccc2)cc1 | 1.1 | 3 | 20 | -5 | -1 | 16 | 7 | 9
COc1cc(/C=C2\SC(N3CCCCC3)=NC2=O)cc(OC)c1OC | 0.0 | -25 | 9 | 3 | 0 | 0 | -191 | -7
C[C@H](NC(=O)[C@H]1N2C(=O)c3ccccc3C2SC1(C)C)C(=O)N1CCCCC1 (some centres undefined) | -0.3 | -8 | 38 | -9 | -3 | -2 | 19 | 4
CC1=C(C#N)C(Nc2ccc(Cl)cn2)(C(F)(F)F)C(=O)N1 (centres undefined) | 1.3 | -6 | -1 | -10 | 1 | 5 | -41 | 0
Cc1ccc(-n2nc3c(N4CCC(C(=O)NCCc5cccs5)CC4)nnc(C)c3c2C)cc1 | -1.6 | 7 | 34 | -1 | -5 | -8 | -358 | -6
CC1(c2ccc3c(c2)OCCCO3)NC(=O)N(CC(=O)NCCc2ccccc2)C1=O (centres undefined) | -1.0 | -39 | 9 | -9 | -1 | -4 | 16 | -2
O=C(CN(Cc1ccccc1)C(=O)c1cccc([N+](=O)[O-])c1)Nc1c(Cl)cc(Cl)cc1Cl | 2.3 | 3 | -10 | -14 | -5 | 7 | 15 | 1
C/C(=N/NS(=O)(=O)c1ccc(CC(C)C)cc1)c1ccncc1 | 3.1 | -10 | -28 | 2 | -18 | 5 | 8 | 13
N#CCCN(C1CCCCC1)S(=O)(=O)c1cccc2nsnc12 | 1.1 | 0 | -4 | -12 | -2 | -9 | 6 | 4
CCCCC(=O)OCc1nc2ccccc2s1 | -1.2 | 11 | -2 | -1 | -3 | -1 | -8 | 1
COc1ccc(NC(=O)c2c(N)no[n+]2[O-])c(OC)c1 | 0.4 | -6 | 14 | -5 | 2 | -7 | 22 | 4
CCOC(=O)Cn1c(=N)n(CCOc2ccc(Br)cc2)c2ccccc21 | 3.2 | -4 | 8 | -3 | 1 | -2 | 25 | 6
CNS(=O)(=O)c1cccc(C(=O)OCC(=O)c2ccc[nH]2)c1 | -1.6 | -10 | 13 | 1 | 39* | -30 | -1 | -7
CCc1cc(C(=O)c2ccc(OC)cc2)c(NC(=O)CC(C)(C)CC(=O)O)s1 | 4.3 | -14 | -3 | 1 | -1 | -4 | 0 | 2
CCN(CC)c1ccc(N)cc1S(=O)(=O)Nc1ccccc1OC | 1.8 | 17 | 67* | -9 | -1 | -1 | 26 | 7
